HCV NS3 hel inh = blocks Hepatitis C virus NS3 helicase unwinding; inhibition, % at 10.9 µM; NS3 helicase DNA unwinding, Cy5 molecular beacon fluorescence; 290,000 tested, 0.56% active;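 active means inhibition above the mean of all tested compounds plus 3 SD, set per campaign, cut at about 35% in these data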;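 further: 0% = DMSO wells and 100% = thioflavine S control wells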
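assay system = NS3 helicase fragment of HCV | buffer or medium = MOPS pH 6.5, MgCl2, DTT, Tween20, BSA | timing = 60 min unwinding reaction at 25 °C after ATP addition | signal = Cy5 beacon fluorescence read at start and 1 h | read-out basis = % inhibition of unwinding | control set = low DMSO, high thioflavine S at 110 µM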
MEKK2wt PB1 HTS = raises or lowers MEK5 binding to wildtype human MEKK2 PB1 domain; Q9Y2U5; bead flow cytometry, Alexa488-MEK5 binding to MEKK2 WT; actives lie on both sides; binding response (% of control), % at 10 µM; 290,000 tested, 1.1% active; AID 1531; in the data active means binding response below about 67% or above about 130%
UBC9 SUMO inh = blocks human SUMOylation mediated by UBC9 | inhibition, % at 35 µM | HTRF SUMOylation assay, SAE1/SAE2 + UBC9, in vitro | P63279 | 290,000 tested, 0.36% active; in the data active means inhibition above about 50%, passing the limit was not always enough; further: strong numbers were not always called active
Target sequence (P63279 whole entry, looked up): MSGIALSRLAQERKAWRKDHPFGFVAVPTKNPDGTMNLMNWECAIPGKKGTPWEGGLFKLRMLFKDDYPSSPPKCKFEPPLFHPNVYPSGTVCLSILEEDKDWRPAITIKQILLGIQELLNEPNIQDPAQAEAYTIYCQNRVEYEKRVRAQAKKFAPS
IMP-1 inh = blocks Pseudomonas aeruginosa IMP-1 metallo-beta-lactamase. purified IMP-1, nitrocefin hydrolysis, epi-absorbance fluorescence. inhibition, % at 5.6 µM. 290,000 tested, 0.45% active. AID 1556;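 active means inhibition above the mean plus 3 SD of all compounds in the same screening run, cut at about 4.5% in these data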;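 further: 0% = IMP-1 with DMSO and 100% = DMSO wells lacking enzyme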
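Assay system: purified IMP-1; Quantity: IMP-1 0.2 nM before substrate addition; Medium: HEPES buffer pH 7.1 with ZnSO4 and Brij 35; Incubation: 15 min enzyme–compound preincubation, then 25 min nitrocefin reaction, 25 °C; Signal: fluorescence quenching readout, ex 480/em 530 nm; Controls: DMSO with and without IMP-1; Repeats: singlicate testing.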
M18AAP inhibitor = PfM18AAP enzyme inhibition. recombinant PfM18AAP, H-Glu-NHMec fluorogenic cleavage. 290,000 tested, 1.2% active. inhibition, % at 7.35 µM;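 active means inhibition above the campaign mean inhibition over all tested compounds plus 3 SD, cut at about 28% in these data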;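 further: 0% = plate median of test compound wells and 100% = 2 mM ZnCl2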
DNA FID counter = fluorescent intercalator displacement, NS3 helicase counter-screen; DNA fluorescent intercalator displacement, fluorescence; inhibition, % at 7.9 µM; 290,000 tested, 0.17% active; AID 1845; in the data active means inhibition above about 37%;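 further: 0% = vehicle and 100% = reference compound; higher means more ethidium bromide displaced from hairpin DNA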
VIM-2 inh = blocks Pseudomonas aeruginosa VIM-2 metallo-beta-lactamase | 290,000 tested, 0.89% active | purified VIM-2, nitrocefin hydrolysis, epi-absorbance fluorescence | inhibition, % at 5.6 µM;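 active means inhibition above the mean of all tested compounds plus 3 SD, cutoff set per screening run, cut at about 7.5% in these data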;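 further: red hydrolysis product quenches plate fluorescence so inhibitors raise well fluorescence; 0% = enzyme with DMSO and 100% = DMSO without enzyme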
MEKK2mut PB1 HTS = signal of MEK5 binding to mutant human MEKK2 PB1 domain; 290,000 tested, 0.35% active; percent response, % at 10 µM; bead flow cytometry, Alexa488-MEK5 binding to MEKK2 mutant; AID 1530; in the data active means percent response above about 24%, passing the limit was not always enough; further: inactives centre near 1; some results filed as inactive read as strong as hits
NALP1 yeast inh = NALP1 inhibition; S. cerevisiae NALP1/ASC/caspase-1 growth, X-gal OD620, 72 h; inhibition, % at 10 µM; 280,000 tested, 0.61% active; AID 2071; in the data active means inhibition mostly above about 24%, no sharp cut-off; inactive means mostly below about 32%; further: some compounds called inactive have numbers as strong as hits
Numbers without * were called inactive; . = not tested or not shown.

SMILES	HCV NS3 hel inh	MEKK2wt PB1 HTS	UBC9 SUMO inh	IMP-1 inh	M18AAP inhibitor	DNA FID counter	VIM-2 inh	MEKK2mut PB1 HTS	NALP1 yeast inh
CS(=O)(=O)c1ccc(C(=O)NC2CCCCC2)cc1	9	105	-15	-4.7	0	-5	-1.1	10	31
CCOC(=O)c1sc(=NC(=O)c2cccs2)n(C)c1C	-4	102	-20	-1.8	2	3	1.1	0	-12
N#C/C(C(=O)NCc1ccco1)=C1/SC(Cc2ccc(Cl)cc2)C(=O)N1c1ccccc1 (stereo not drawn)	22	94	10	-2.5	-6	-36	-0.9	-6	14
COC(=O)c1cn(NC(=O)CC2CCCCC2)c(=O)c2ccccc12	2	103	3	-2.1	-14	-6	-1.5	1	15
CNC(=O)N1c2ccccc2NC(=O)CC1C (stereo not drawn)	12	97	-19	-0.4	-5	-1	-4.1	-2	9
O=C(Nc1n[nH]c(=S)s1)c1ccc2ccccc2c1	0	92	-4	-3.0	7	2	-6.1	-8	5
COc1ccccc1CC(=O)Nc1cc2oc3ccccc3c2cc1OC	5	105	-13	-2.3	0	4	-11	0	9
COc1ccc(OC)c(NC(=O)C2CCCN(S(=O)(=O)c3cccc4cccnc34)C2)c1 (stereo not drawn)	-4	96	-3	-1.3	3	-29	-2.0	1	-1
Cc1noc(C(=O)Nc2sc3c(c2C#N)CCC3)c1Cl	17	109	5	-5.0	2	-1	-4.3	11	22
O=C(CCCNC(=O)/C(=C/c1ccc(F)cc1)NC(=O)c1ccccc1)OCc1ccccc1	0	105	6	-1.9	-2	-21	-0.9	12	11
COc1cccc(NC(=S)NCc2ccco2)c1	-2	104	17	-1.6	8	-4	0.3	-1	-1
O=C(Nc1cc(S(=O)(=O)N2CCOCC2)ccc1-n1cncn1)c1ccc(Cl)cc1	-2	93	10	-1.9	-1	-10	-2.9	-15	0
CN(Cc1cccc(F)c1)C(=O)c1cc(=O)[nH]c2ccccc12	5	101	2	-0.3	0	-16	0.1	-1	20
CC(C)(C)OC(=O)N/N=C\c1ccc(OC(=O)c2cccs2)cc1	6	82	-8	-1.9	-9	-23	1.2	-2	24
COc1cc(-c2c(C#N)c(N)nc(SCc3ccncc3)c2C#N)cc(OC)c1OC	-1	104	-3	-3.7	8	-24	-3.3	3	-24
O=C(NCc1ccccc1)C(=O)NCC1OCCCN1S(=O)(=O)c1cccs1 (stereo not drawn)	7	107	6	-4.4	-7	-16	-3.3	10	-3
CCN(CC(=O)Nc1c(F)cccc1F)C(=O)C1CC(=O)N(c2ccccc2OC)C1 (stereo not drawn)	14	109	4	1.0	-6	-12	1.8	1	22
CC(C)CCNC(=O)CCCC1=NS(=O)(=O)c2ccccc2N1	0	99	-12	-1.4	5	4	0.3	-1	7
Cc1cc(OCCn2nc(C(=O)O)c3ccccc3c2=O)ccc1C(C)C	-16	97	-18	-1.8	1	-22	-0.8	1	3
CC1CCCCN1CCNC(=O)CN1C(=O)COc2ccccc21 (stereo not drawn)	-2	107	24	-2.6	-3	0	-3.1	6	20
CC(C)c1onc(C(=O)N2CCN(c3ccccc3)CC2)c1[N+](=O)[O-]	-6	94	12	-0.9	-15	-1	2.1	-8	.
O=C(Nc1ccc(Oc2ccc(Cl)cc2)cc1)c1ncn[nH]1	1	106	2	-0.8	3	-5	-1.4	7	-12
CCO[C@H]1OC(C(=O)NC2CC2)=C[C@@H](c2coc3ccccc3c2=O)[C@@H]1CCCO	-8	96	13	-1.1	-3	-21	-1.6	4	2
CC1CC(=O)c2cnc(N)nc2C1 (stereo not drawn)	-11	102	15	-2.1	1	-2	0.3	-1	3
COC(=O)N/N=C(\C)c1cccc(C(F)(F)F)c1	-8	96	5	-0.2	-15	-1	0.4	-4	10

Going on with the list.
SMILES	HCV NS3 hel inh	MEKK2wt PB1 HTS	UBC9 SUMO inh	IMP-1 inh	M18AAP inhibitor	DNA FID counter	VIM-2 inh	MEKK2mut PB1 HTS	NALP1 yeast inh
COc1ccc(-n2c(NC(=O)c3ccc(Br)o3)c(C#N)c3nc4ccccc4nc32)cc1	27	.	.	-1.4	0	-10	-3.9	.	-19
O=c1[nH]c(/C=C/c2ccc([N+](=O)[O-])cc2)c([N+](=O)[O-])c(=O)[nH]1	60*	104	14	-3.9	10	-2	-0.6	3	-3
CCc1cccc(NC(=O)c2cc(OC)c(OC)c(OC)c2)c1	2	99	15	-2.9	0	-14	-0.2	-6	1
CC(C)NC(=O)NC(=O)COC(=O)CCCSc1nc2ccccc2s1	-7	96	-22	2.1	-8	-28	1.6	6	33
O=C1CN(C(=O)c2ccc(Br)o2)C(c2ccc(F)cc2)c2cc(F)ccc2N1 (stereo not drawn)	5	102	-2	-1.8	0	-19	0.3	2	16
COc1ccc(C2c3c(ccc4ccccc34)Oc3ncn4nc(Cc5ccccc5)nc4c32)cc1OC (stereo not drawn)	-15	100	-6	-0.8	4	-4	-1.3	-1	27
C[n+]1ccn(CC(=O)c2ccc(Br)cc2)c1	-32	101	4	-1.0	-1	14	0.3	-2	35
CC(=O)Nc1ccc(S(=O)(=O)N2CCCN(c3nc(C)cc(C)c3C#N)CC2)cc1	-10	100	-3	-4.4	-8	-27	-3.1	-2	3
CCCSCCCNC(=O)Cn1cc2c(n1)CCC(C)C2 (stereo not drawn)	-3	103	0	-4.6	-10	-17	0.8	1	24
O=C(Nc1ccc(N2CCOCC2)cc1)C1(S(=O)(=O)c2ccccc2)CC1	-7	99	-9	-3.1	-4	-4	-2.7	2	7
COc1ccc(CN(C)CC(=O)Nc2ccccc2C(F)(F)F)c(OC)c1	6	98	24	-0.3	-1	4	-1.8	-2	12
COc1ccccc1C(=O)N1C(CC(=O)Nc2ccc(C)c(C)c2)C(=O)NC2CCCCC21 (stereo not drawn)	2	103	7	-0.1	-8	-49	-0.4	1	-5
CC(=O)[C@H]1[C@H](c2cccc(Cl)c2)C(C#N)(C#N)[C@@H]2c3ccccc3C=CN21	-6	100	-5	-3.0	6	0	-0.8	17	.
Cc1cc(C)c(C)c(S(=O)(=O)NCc2ccc(C(=O)NCC3CCCO3)cc2)c1C (stereo not drawn)	-14	110	-3	-2.7	-6	-46	-2.4	9	14
Cc1onc(-c2ccccc2)c1-c1ccnn1C(=O)NC(C)C	3	101	15	-3.0	-5	-19	-0.7	2	27
O=C(Oc1cccc(NC2=NS(=O)(=O)c3ccccc32)c1)c1ccncc1	-8	94	11	-0.9	3	5	-1.6	-5	8
CCCn1c(=N)n(CC(=O)c2ccco2)c2ccccc21	-2	93	20	0.5	-2	-7	-1.7	0	11
c1ccc(CN(Cc2ccccc2)c2nn[nH]n2)cc1	2	106	5	-4.2	7	-10	1.9	-1	18
CC(=O)Nc1ccc(NC(=O)C2CCCN2S(=O)(=O)c2cccc(C(F)(F)F)c2)cc1 (stereo not drawn)	3	101	5	0.6	-2	-16	-2.2	0	-3
COc1ccc(C=O)cc1Cn1c(C)cc(C)c(C#N)c1=O	13	83	2	-1.4	4	-3	3.1	-12	4
COC(=O)c1ccc(C2C(C(C)=O)=C(C)Nc3ncnn32)cc1 (stereo not drawn)	-5	113	5	-1.4	6	-3	1.4	9	-2
O=C(NCc1ccc2c(c1)OCO2)c1ccc(CS(=O)Cc2ccc(Cl)cc2)o1 (stereo not drawn)	13	96	-4	1.5	11	-37	-1.2	-2	28
CC(C)Oc1cccc(C(=O)NC(=S)Nc2ccc(N3CCN(C)CC3)cc2)c1	-43	48	13	0.7	-3	20	56*	-37	11
Cc1nc2ccccc2c(=O)n1/N=C/c1ccc(OC(F)F)cc1	3	103	6	-1.7	-11	-11	3.0	4	1
COc1ccc(NC2=CC(=O)CC(c3ccc(C)cc3)C2)c(OC)c1 (stereo not drawn)	9	106	.	0.5	5	-11	1.5	4	.

Remaining list, next part.
SMILES	HCV NS3 hel inh	MEKK2wt PB1 HTS	UBC9 SUMO inh	IMP-1 inh	M18AAP inhibitor	DNA FID counter	VIM-2 inh	MEKK2mut PB1 HTS	NALP1 yeast inh
COc1ccc(OC)c(NC(=O)c2ccc(NC3=NC4CS(=O)(=O)CC4S3)cc2)c1 (stereo not drawn)	-3	98	4	-1.5	0	-9	-0.9	-7	-7
Cc1ccc(/C(N)=N/OC(=O)C23CC4CC(CC(C4)C2)C3)cc1	-2	105	13	-2.3	-1	-1	-1.9	0	40
O=C(c1ccncc1)N1CCN(C(=O)c2cccs2)CC1	1	105	13	-2.1	-13	-6	-0.6	3	0
CCCc1cc(=O)oc2c3c(cc(OCC(=O)NCCN4CCOCC4)c12)OC(C)(C)CC3	-13	104	33	-1.6	0	-2	-1.4	1	-11
O=C(CC12CC3CC(CC(C3)C1)C2)Nc1c(F)cccc1F	-1	105	-19	-2.1	3	-17	-3.3	2	28
C=C1CCN(C(C)C(=O)O)S(=O)(=O)c2ccccc21 (stereo not drawn)	.	94	-20	.	.	.	.	-3	10
COc1ccc(OC)c(NC(=O)c2ccc(NS(=O)(=O)c3c(C)noc3C)cc2)c1	3	106	0	0.7	-6	-20	3.9	5	-8
COc1cccc(-c2coc3c(C)c4oc(=O)c(CC(=O)O)c(C)c4cc23)c1	44*	115	25	1.0	9	-16	16*	17	-8

An excerpt from above in order of number of heavy atoms, highest first.
SMILES	HCV NS3 hel inh	MEKK2wt PB1 HTS	UBC9 SUMO inh	IMP-1 inh	M18AAP inhibitor	DNA FID counter	VIM-2 inh	MEKK2mut PB1 HTS	NALP1 yeast inh
CCCc1cc(=O)oc2c3c(cc(OCC(=O)NCCN4CCOCC4)c12)OC(C)(C)CC3	-13	104	33	-1.6	0	-2	-1.4	1	-11
COc1ccc(OC)c(NC(=O)c2ccc(NC3=NC4CS(=O)(=O)CC4S3)cc2)c1 (stereo not drawn)	-3	98	4	-1.5	0	-9	-0.9	-7	-7
CC(C)Oc1cccc(C(=O)NC(=S)Nc2ccc(N3CCN(C)CC3)cc2)c1	-43	48	13	0.7	-3	20	56*	-37	11
COc1cccc(-c2coc3c(C)c4oc(=O)c(CC(=O)O)c(C)c4cc23)c1	44*	115	25	1.0	9	-16	16*	17	-8
Cc1nc2ccccc2c(=O)n1/N=C/c1ccc(OC(F)F)cc1	3	103	6	-1.7	-11	-11	3.0	4	1
Cc1ccc(/C(N)=N/OC(=O)C23CC4CC(CC(C4)C2)C3)cc1	-2	105	13	-2.3	-1	-1	-1.9	0	40
O=C(CC12CC3CC(CC(C3)C1)C2)Nc1c(F)cccc1F	-1	105	-19	-2.1	3	-17	-3.3	2	28
O=C(c1ccncc1)N1CCN(C(=O)c2cccs2)CC1	1	105	13	-2.1	-13	-6	-0.6	3	0
C=C1CCN(C(C)C(=O)O)S(=O)(=O)c2ccccc21 (stereo not drawn)	.	94	-20	.	.	.	.	-3	10

Screens: PubChem BioAssay, several laboratories
